RmlCD inh 1536 – M. tuberculosis RmlC/RmlD coupled enzyme inhibitors, primary screen, biochemical, compound mixtures, 384-well, from 1536-well plates. dTDP-4-dehydrorhamnose reductase (Mycobacterium tuberculosis (strain ATCC 25618 / H37Rv)) …. RmlC+RmlD coupled enzyme assay, percent inhibition; primary screen in compound mixtures. inhibition, % at 3.6 µM. AID 1533, 2009. 160,000 compounds, 0.03% hits; in the data active = inhibition mostly above about 34%, no sharp cut-off; inconclusive = no clear call, values can overlap the other calls; inactive = mostly below about 22%; also: some results filed as inactive read as strong as hits
Target sequence (P9WH09 whole entry, looked up): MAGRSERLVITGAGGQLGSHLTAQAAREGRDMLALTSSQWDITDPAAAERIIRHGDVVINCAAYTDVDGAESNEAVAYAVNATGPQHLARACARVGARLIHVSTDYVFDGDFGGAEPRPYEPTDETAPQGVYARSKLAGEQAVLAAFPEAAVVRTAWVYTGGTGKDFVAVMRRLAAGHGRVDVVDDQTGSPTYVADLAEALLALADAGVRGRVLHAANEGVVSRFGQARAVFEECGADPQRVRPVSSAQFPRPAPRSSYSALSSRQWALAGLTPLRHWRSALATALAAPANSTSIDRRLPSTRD
Target sequence (P9WH11 whole entry, looked up): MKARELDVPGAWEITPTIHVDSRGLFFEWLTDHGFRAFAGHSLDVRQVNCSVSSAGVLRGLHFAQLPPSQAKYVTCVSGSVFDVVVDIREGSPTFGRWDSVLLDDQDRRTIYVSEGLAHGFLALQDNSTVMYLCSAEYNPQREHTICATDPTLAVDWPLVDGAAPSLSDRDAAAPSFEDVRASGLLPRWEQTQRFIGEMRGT
M. tuberculosis GlmU – inhibition of mycobacterial GlmU enzyme – biochemical, glucosamine-1-phosphate acetyltransferase (AID 1376). 220,000 compounds, 0.25% hits. Bifunctional protein GlmU (Mycobacterium tuberculosis (strain ATCC 25618 / H37Rv)). one-dose inhibition, %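 (tested at 30 µM in the primary screen)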; IC50 in µM for titrated hits. M. tuberculosis GlmU acetyltransferase enzyme assay; higher % means a stronger effect; in the data active = inhibition above about 13%; inconclusive = no clear call, values can overlap the other calls;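 also: 0% = complete reaction with vehicle and 100% = reaction without substrate; strong numbers were not always called active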
The depositor's hits bear a star; ? = inconclusive; / = not tested or not shown. These rows are one share of the data; count on the stated rates, not on these rows.

Each structure is followed by: RmlCD inh 1536, M. tuberculosis GlmU
#1 CCC(=O)N1CCc2cc(S(=O)(=O)CCC(=O)O)ccc21
    /, 1.0%
#2 CN(C)C1=NP(N(C)C)(N(C)C)=NC(c2ccccc2)=N1
    -2.6, 7.4%
#3 COC(=O)c1[nH]c(C)c(/C(O)=C2\C(=O)C(=O)N(CCN3CCOCC3)C2c2ccc(C)o2)c1C (configuration not stated)
    9.5, -2.9%
#4 COc1ccc(CCN2C(=NC(=O)CCC(=O)O)SC3CS(=O)(=O)CC32)cc1OC (configuration not stated)
    15.0, 2.6%
#5 Cc1ccc(NCc2nnc(SCC(=O)c3ccccc3)o2)c(C)c1
    8.3, 4.5%
#6 COc1ccc(NC(=O)CSc2nnc(C3CC3)n2C)cc1
    7.0, 0.4%
#7 Cc1ccc(/C=N/NC(=O)NC2CCCCC2)o1
    2.6, 6.4%
#8 O=S1(=O)CC2N=C(N(Cc3ccc(F)cc3Cl)c3ccccc3F)SC2C1 (configuration not stated)
    -2.9, 0.7%
#9 Cc1nnc(SCC(=O)Nc2nc(-c3ccc(F)cc3)cs2)[nH]c1=O
    -9.1, 6.7%
#10 Cc1ccc(C[n+]2cc(-c3ccc(Cl)cc3)n3c2CCC3)cc1
    -17.6, 0.6%
#11 CCOC(=O)C1(C)C=C(Nc2ccc(C)cc2)C(=O)N1c1ccc(C)cc1 (configuration not stated)
    -15.7, -2.2%
#12 CC1CCCCN1S(=O)(=O)c1ccc2c(c1)CCN2C(=O)C1CCC1 (configuration not stated)
    -0.6, /
#13 CCN=C1NN=C(c2cc(C)n(CCc3ccccc3)c2C)CS1
    5.3, 0.3%
#14 COCCN1C(=O)N[C@@H](c2cccc(C(F)(F)F)c2)[C@H](C(C)=O)[C@H]1C
    /, 0.0%
#15 Cc1ccc(-c2nc(C=Nc3ccccc3)c(O)o2)cc1
    /, -9.0%
#16 CCOC(=O)Cc1csc(NC(=O)/C=C/c2ccco2)n1
    /, -0.7%
#17 C/C(=N\NC(=O)Cc1cccn1C)c1ccco1
    11.3, -1.2%
#18 Nc1ccc(N2CCN(CCCCN3C(=O)C4CCCN4C3=O)CC2)cc1 (configuration not stated)
    -21.8, -0.5%
#19 Cc1ccc(NC(=S)NC(NC(=O)c2ccccc2)C(Cl)(Cl)Cl)c(C)c1 (configuration not stated)
    -5.6, 0.7%
#20 CCOC(=O)c1sc(Nc2nc(C)cc(C)n2)nc1C
    29.1, 3.2%
#21 C/C(=N\NC(=O)CNc1cccc(Cl)c1C)C1CC1
    /, 3.6%
#22 CS(=O)(=O)c1ccc2nc(NC(=O)c3ccc(N4CCCC4=O)cc3)sc2c1
    0.2, 0.5%
#23 OCCC1CN(Cc2cccc3c2OCO3)CCN1Cc1ccccc1 (configuration not stated)
    /, -0.9%
#24 O=c1[nH]c(=O)n(Cc2ccco2)c(O)c1/C=N/N1CCCCC1
    12.1, 1.0%
#25 CCOc1ccc(NC(=O)CN(Cc2ccccc2)S(C)(=O)=O)cc1
    /, 1.6%
#26 Cc1ccc(CNC(=S)N2CCOCC2)cc1
    -3.5, 1.8%
#27 COc1ccccc1Sc1nc(-c2ccccn2)ncc1OC
    -7.8, 0.9%
#28 CC1=Nc2ccccc2N=C(NC(=O)c2ccccc2)C1c1ccc(Cl)cc1 (configuration not stated)
    -0.5, 2.5%
#29 CC(=O)N1N=C(c2c(O)n(C)c(=O)n(C)c2=O)CC1c1ccccc1 (configuration not stated)
    3.7, 1.7%
#30 NNC(=O)CN1CCN(c2ncc(C(F)(F)F)cc2Cl)CC1
    -8.4, 0.5%
#31 Cc1ccccc1-n1cc(CNCc2c(C(=O)N(C)C)nc3ccc(Cl)cn23)cn1
    -9.2, 7.3%
#32 O=C(Nc1cccnc1)c1ccc2c(c1)C(=O)N(Cc1cccnc1)C2=O
    -10.9, -1.5%
#33 CCN(CC)CCN(C)c1ccc(N2C(=O)C3CC=CCC3C2=O)cc1[N+](=O)[O-] (configuration not stated)
    8.3, -6.7%
#34 CNc1nnc(-c2ccc(C)cc2)c2ccccc12
    -2.3, 6.9%
#35 CCCCNC(=S)NNC(=O)C12CC3CC(CC(C3)C1)C2
    8.1, -4.2%
#36 CCOc1ccccc1NC(=O)C(OC(=O)c1ccc(O)cc1)c1ccccc1 (configuration not stated)
    3.1, -3.1%
#37 Nn1c(SC/C=C/c2ccccc2)nnc1-c1ccncc1
    -9.3, -1.9%
#38 COCc1cc(=O)[nH]c(Nc2nc3ccc(C)cc3o2)n1
    17.2, 4.4%
#39 COc1nc(Nc2ccc3c(c2)OCO3)nc(OC)n1
    -10.0, -2.6%
#40 Cc1oc(-c2cccc(F)c2)nc1CN(Cc1ccccc1)C[C@@H]1CCC(=O)N1
    /, -3.6%
#41 NNC(=O)c1cccc(COCC(F)(F)C(F)F)c1
    8.9, -2.2%
#42 CC(C)C(=O)Nc1ccc(-c2nc3cccnc3o2)cc1
    ?, 2.9%
#43 Cc1ccc(OCC(=O)Nc2ccc(Cl)cc2)c(-n2nc3ccccc3n2)c1
    /, 0.5%
#44 OCCNc1ccc(Cl)cc1
    3.4, 9.8%
#45 COc1ccccc1C1C(C(C)=O)=C(O)C(=O)N1CCc1ccccc1 (configuration not stated)
    -1.9, 1.5%
#46 CC(=O)n1c2c(c3ccccc31)OC(N)=C(C#N)C2c1cccc(Cl)c1Cl (configuration not stated)
    -9.0, -5.9%
#47 CCC(C)(C)NC(=O)C(c1cccn1C)N(Cc1ccccc1)C(=O)Cn1nnc2ccccc21 (configuration not stated)
    /, 0.6%
#48 O=S1(=O)N=C(SCCO)c2ccccc21
    /, -3.9%
#49 CCC(=O)N1CCCc2cc(S(=O)(=O)N3CCC(N4CCCCC4)CC3)ccc21
    -7.5, -3.6%
#50 Brc1ccc(OCCCN2CCOCC2)cc1
    3.0, 4.4%
#51 Cn1c(SCC(=O)NC(C)(C)C)nnc1-c1ccc(C(C)(C)C)cc1
    /, -2.2%
#52 Cc1ccc(-n2nnc3c(=O)n(Cc4cccc(C)c4)cnc32)cc1
    11.2, 0.7%
#53 COc1ccc(-c2nnc(-c3cccnc3)o2)cc1OC
    2.4, 4.5%
#54 CCOc1ccc(-n2c(O)c(C=NCCN3CCNCC3)c(=O)[nH]c2=O)cc1
    -3.2, -2.0%
#55 CCOC(=O)/C(C#N)=C/Nc1cc(OC)ccc1OC
    11.6, -9.2%
#56 Cn1cc(NC(=O)CCl)cn1
    -4.9, -3.1%
#57 COc1ccccc1-c1cn[nH]c1-c1ccc(OCc2ccc([N+](=O)[O-])cc2)cc1O
    -5.2, -0.8%
#58 Cn1c(=O)oc2cc(S(=O)(=O)NC3CCCc4ccccc43)ccc21 (configuration not stated)
    /, -2.7%
#59 CC(=O)C1=C(O)C(=O)N(Cc2cccnc2)C1c1ccc(C(C)C)cc1 (configuration not stated)
    /, -2.2%
#60 COc1ccccc1NC(=O)c1ccc(NC(=O)c2cc3c(s2)CCC3)cc1
    5.8, 4.6%

Remaining list, next part
Each structure is followed by: RmlCD inh 1536, M. tuberculosis GlmU
#61 CC(=O)Nc1sc(C)c(C)c1CN1CCN(S(=O)(=O)c2ccccc2)CC1
    9.0, 1.5%
#62 O=C(/C=C/c1ccc(Cl)cc1)NCc1cccs1
    5.3, 2.0%
#63 COC(=O)c1cc(OC)c(OC)cc1NC(=S)N1CCN(C/C=C/c2ccccc2)CC1
    1.5, 1.0%
#64 O=C(c1cc(-c2ccc(O)cc2)on1)N1CCCc2ccccc21
    4.2, /
#65 CCN(C(=O)Oc1ccccc1)c1ccc(C(O)(C(=O)OC)C(F)(F)F)cc1 (configuration not stated)
    /, 1.7%
#66 CCc1ccc(NC(=O)c2ccc3ncsc3c2)cc1
    -10.0, /
#67 CCOc1ccc(C2NC(=O)NC(C)=C2C(=O)OC)cc1C (configuration not stated)
    -4.8, 0.1%
#68 O=C(NCN1CCc2ccccc2C1)c1cnccn1
    /, -1.6%
#69 COc1cc(NC(=O)COn2nnc3ccc(S(C)(=O)=O)cc32)cc(OC)c1
    10.1, -6.7%
#70 Cc1ccccc1-c1nnc(Cc2ccccc2)o1
    -9.2, 5.4%
#71 Cc1ccc(NC(=O)c2c(C(F)(F)F)nn(C)c2Cl)cc1C
    0.1, 1.8%
#72 COC(=O)c1sc(NC(=O)CSc2n[nH]c(N)n2)c(C(=O)OC)c1C
    -9.9, 2.0%
#73 Cc1cnc(C(=O)OCc2ccc(COC(=O)c3cnc(C)cn3)cc2)cn1
    7.5, -1.8%
#74 COc1ccccc1OC(=O)CN1C(=O)c2ccccc2C1=O
    31.2, 1.3%
#75 Cc1cccc2c1OCC/C2=N\NC(=O)COc1ccccc1Cl
    3.5, 4.2%

3 structures already listed, ordered by length of the SMILES, smallest number first.
Each structure is followed by: RmlCD inh 1536, M. tuberculosis GlmU
#70 Cc1ccccc1-c1nnc(Cc2ccccc2)o1
    -9.2, 5.4%
#61 CC(=O)Nc1sc(C)c(C)c1CN1CCN(S(=O)(=O)c2ccccc2)CC1
    9.0, 1.5%
#65 CCN(C(=O)Oc1ccccc1)c1ccc(C(O)(C(=O)OC)C(F)(F)F)cc1 (configuration not stated)
    /, 1.7%

(listing goes on)
Each structure is followed by: RmlCD inh 1536, M. tuberculosis GlmU
#76 COCCNc1nc(SCc2ccccc2)nc2sc3c(c12)CCC3
    /, -0.3%
#77 COc1ccc(CCNC(=O)CCC2COc3ccccc3O2)cc1OC (configuration not stated)
    /, 1.9%
#78 CCOC(=O)C1=C(CS(=O)(=O)c2ccccc2)NC(=O)NC1c1ccc(OC)c(OC)c1 (configuration not stated)
    -3.5, -0.2%
#79 Cc1cc(-c2ccccc2)nc(N2CCC(C(=O)NCc3ccccc3Cl)CC2)n1
    -8.4, -0.7%
#80 Cc1ccc(S(=O)(=O)N(C)CC(=O)OCC(=O)N2CC(=O)Nc3ccccc32)cc1
    3.9, -1.3%
#81 COc1ccc(OCC2c3cc(OC)c(OC)cc3CCN2C(=O)C(C)C)cc1 (configuration not stated)
    7.7, 4.1%
#82 C/C(=N\O)C1CCCCC1
    -1.0, 0.4%
#83 O=C(CNc1cccc2ccccc12)c1ccc([N+](=O)[O-])cc1
    -5.2, 1.1%
#84 Nc1cc(-c2ccco2)no1
    3.9, -0.8%
#85 Cn1c(N2CCOCC2)cc(=O)n(C)c1=O
    3.7, -1.9%
#86 C[C@H](NC(=O)NCCc1ccccc1)C(=O)O
    /, 2.9%
#87 COc1ccc(-c2nc3n(n2)C(c2cccnc2)C(C(N)=O)=C(C)N3)cc1 (configuration not stated)
    /, 1.6%
#88 COc1ccc(CCNS(=O)(=O)c2ccc(N3CCCC3=O)cc2)cc1
    /, 0.3%
#89 Cc1cc(Br)cc(C)c1OCCCCN(C)C
    /, 2.2%
#90 Cn1c(=O)c2c(nc(CN3CCC(C(N)=O)CC3)n2Cc2c(F)cccc2Cl)n(C)c1=O
    -2.2, 6.4%
#91 O=C(Cn1cnc([N+](=O)[O-])c1)Nc1cc(Oc2ccc(Cl)cc2Cl)cc([N+](=O)[O-])c1
    /, 1.5%
#92 CN(C(=O)COC(=O)CNC(=O)c1sc2ccccc2c1Cl)c1ccccc1
    2.9, 1.0%
#93 O=C(CSC1=NCCS1)N1CCN(c2ccc(Cl)cc2)CC1
    22.4, -1.8%
#94 CCOC(=O)N1CCN(C(=O)CSCC(=O)Nc2nc(-c3ccc(Cl)s3)cs2)CC1
    /, -6.1%
#95 CCCCN1CNC(=S)N(c2ccc(C(=O)OCC)cc2)C1
    /, -0.8%
#96 Cn1c(N)c(C(=O)COC(=O)COc2ccccc2C#N)c(=O)n(C)c1=O
    0.5, -6.8%
#97 CCN1C(=O)C(=Cc2ccc(C)s2)C(=O)N(CC)C1=S
    /, 5.8%
#98 CCOC(=O)c1ccc(NC(=O)C2CCCO2)cc1 (configuration not stated)
    /, 2.1%
#99 COC(=O)C[C@H]1c2ccccc2S(=O)(=O)N1C(C)C
    /, 2.3%
#100 COC(=O)C1=C(c2ccc(S(C)(=O)=O)cc2)C[C@@H]2CC[C@H]1N2C(=O)NC(C)C
    /, 3.8%
#101 CC(=O)CSc1nnc(CN2C(=O)CSc3ccc(C(F)(F)F)cc32)n1C
    -8.3, 1.3%
#102 COc1ccccc1/C=C/C=N/NC(=O)CCn1cnc2ccccc21
    -6.6, 1.2%
#103 O=C(N/N=C/c1cc(Br)ccc1O)c1ccccc1Cl
    -7.8, 7.8%
#104 CCOc1ccccc1-c1nc2c(s1)CCc1onc(-c3ccc(OC)cc3)c1-2
    /, 0.1%
#105 O=C(c1ccc(F)cc1)C1CCN(CCn2c(=S)[nH]c3ccccc3c2=O)CC1
    -3.2, 3.4%
#106 O=c1[nH]c2cc(Cl)ccc2n1-c1ccccc1
    /, 0.2%
#107 COc1nc(N2CCCCCC2)nc(N2CCCCCC2)n1
    0.2, -1.8%
#108 CCn1c(N2CCN(C(=S)NC)CC2)nc2ccccc21
    4.3, -2.4%
#109 Cc1cccc(NC(=O)NC(C)C(c2ccccc2)N2CCN(C)CC2)c1 (configuration not stated)
    -5.5, -7.0%
#110 CC(C)c1ccc(/C=N/NC(=O)CC(=O)NC2CCCCC2)cc1
    -8.9, -2.4%
#111 CC(=O)Nc1cc2c(ccc3ccccc32)oc1=O
    -11.0, 4.7%
#112 CC(C)(C)NC(=O)Cn1c(Cl)nc2ccccc21
    -7.6, -3.3%
#113 CN1c2ccccc2C2(C)CCCC3=Cc4cc([N+](=O)[O-])cc([N+](=O)[O-])c4OC312 (configuration not stated)
    -9.6, -0.6%
#114 CN(C)c1cc(-c2ccc(Cl)cc2Cl)oc(=O)c1Cl
    -8.6, 7.0%
#115 Cc1nc2ncnn2c(C)c1CCC(=O)Nc1csc(N)n1
    4.9, -4.0%
